KCNH2 3.1 block: blocks the human KCNH2 3.1 channel isoform. U2OS KCNH2 3.1, thallium flux FluxOr; stronger effect = lower value. activity change, % (tested at about 1.8 µM). 340,000 compounds, 0.95% hits. AID 720553;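 active means maximum activity change below -70%; inconclusive means maximum activity change from -70% to -50%; inactive means maximum activity change above -50%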;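 further: thallium influx rate constant from kinetic fluorescence after stimulation buffer; on the % scale 0 is the no-effect control and ±100 the full control effect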
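Steps: virus added to U2OS suspension (4 h, RT, dark); medium with 10% FBS added, cells plated, 37 C overnight; FluxOr/Red40 loading buffer 45 min RT; stimulation buffer, 2 min kinetic read; rate constant normalized.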
Eya2 inh: inhibitors of human Eya2 phosphatase activity | AID 488837 | 330,000 compounds, 0.006% hits | recombinant Eya2, OMFP fluorescence dephosphorylation (OMFP is methylfluorescein phosphate) | O00167 | Potency, µM (series often up to 76.9 µM), for the others: at the highest dose activity, negative = inhibition, usual class: inhibitors; further: potency means the concentration at half of the fitted maximal effect; on the % scale 0 is the no-effect control and ±100 the full control effect
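Eya2 (0.2 uM) preincubated 10 min at ambient with compound, then OMFP substrate added at 50 uM; 10 min reaction in 50 mM HEPES pH 7.5, 50 mM NaCl, 5 uM MgCl2, 0.05% BSA, 1 mM DTT. Fluorescence read at Ex 485/Em 525 nm.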
A-T KAP1 phos: potential ataxia-telangiectasia treatment; […] A-T fibroblasts, KAP-1 phosphorylation AlphaLISA; neocarzinostatin DNA damage 30 min before lysis; Potency, µM (doses to about 57.5 µM), without a hit: at the top dose activation, usual class: activators; 320,000 compounds, 0.19% hits; AID 485349; further: potency means the concentration at half of the fitted maximal effect; % of control where 0% means no effect; nearly all actives have a fitted effect of over 45% in size
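ATM-like activity read as KAP-1 phosphorylation via AlphaLISA donor/acceptor antibody pairs after lysis and 6 hr at 25C. Cells were ATM-null patient fibroblasts ([…], hTERT), dosed 60 min, then exposed to the DSB inducer NCS for 30 min.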
TRPV1 ag: activates the human vanilloid receptor TRPV1; activation, % at 8.33 µM; 320,000 compounds, 0.19% hits; Q8NER1; TRPV1-expressing cells, Fluo-8 calcium influx, agonist mode; in the data active means activation above about 80%; inconclusive means between about 30% and that limit; further: 0% is about no effect
Target sequence (Q8NER1 whole entry, looked up): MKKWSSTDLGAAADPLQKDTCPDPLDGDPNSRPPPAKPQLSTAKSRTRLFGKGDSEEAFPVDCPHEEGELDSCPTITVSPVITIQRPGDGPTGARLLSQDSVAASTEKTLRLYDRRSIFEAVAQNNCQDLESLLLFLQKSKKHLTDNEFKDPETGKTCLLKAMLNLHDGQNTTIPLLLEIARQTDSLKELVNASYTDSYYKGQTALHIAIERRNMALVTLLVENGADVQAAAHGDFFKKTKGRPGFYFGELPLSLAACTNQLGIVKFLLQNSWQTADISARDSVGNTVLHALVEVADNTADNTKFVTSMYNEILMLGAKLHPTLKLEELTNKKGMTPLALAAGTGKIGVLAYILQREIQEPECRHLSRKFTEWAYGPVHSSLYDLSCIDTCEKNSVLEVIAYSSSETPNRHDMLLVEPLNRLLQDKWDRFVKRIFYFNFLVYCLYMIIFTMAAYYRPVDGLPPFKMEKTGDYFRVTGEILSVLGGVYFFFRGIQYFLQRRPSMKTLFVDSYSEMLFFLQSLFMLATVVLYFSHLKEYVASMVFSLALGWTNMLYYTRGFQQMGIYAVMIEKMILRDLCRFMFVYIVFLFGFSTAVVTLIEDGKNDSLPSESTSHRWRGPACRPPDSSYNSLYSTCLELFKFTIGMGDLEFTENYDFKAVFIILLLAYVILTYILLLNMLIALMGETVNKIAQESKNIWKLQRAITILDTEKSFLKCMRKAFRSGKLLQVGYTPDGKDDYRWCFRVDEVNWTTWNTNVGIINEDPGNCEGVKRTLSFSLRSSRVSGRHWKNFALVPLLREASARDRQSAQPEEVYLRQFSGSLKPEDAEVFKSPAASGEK
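TRPV1-expressing cells were cultured overnight at 35.5C and loaded with Fluo-8 calcium dye for 40 to 90 min at room temperature. After a 10 s baseline, compound was added and calcium influx was read kinetically for 3 min (ex 480/em 520 nm).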
TSHR antag: antagonists of human thyroid stimulating hormone receptor. P16473. TSHR-expressing cells, TSH-stimulated cAMP HTRF, 2 h; stronger effect = lower value. activity change, negative = inhibition, % at 11.5 µM. 330,000 compounds, 0.2% hits;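 active means activity change below a set negative limit, meaning inhibition stronger than a set level, cut at about -70% in these data; inconclusive means activity change between two set negative limits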; further: on the % scale 0 is the no-effect control and ±100 the full control effect
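Freshly harvested TSHR cells receive pin-tooled compound, then EC80 TSH at 4nM final. After 2 hours at 37 deg C, antibody in lysis buffer and cAMP-d2 are added; 30 minutes at ambient temperature precede the HTRF read.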
ELG1 repair inh: ELG1-dependent DNA repair inhibition; 330,000 compounds, 2.3% hits; Potency, µM (doses to about 46.1 µM), for the others: at the top dose activity change, negative = inhibition, usual class: inhibitors; AID 504467; HEK293T ELG1-luciferase reporter, luminescence, 16 h; DNA damage induced by 5-fluorouridine; further: potency means the concentration at half of the fitted maximal effect; on the % scale 0 is the no-effect control and ±100 the full control effect; nearly all actives have a fitted effect of over 55% in size
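In this reporter screen, reduction of luminescence relative to DMSO vehicle indicated activity. Compounds and 5-fluorouridine were added together to 2,000 cells per well, incubated for 16 hr at 37 °C, then developed with ONE-Glo.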
hERG WT inh: KCNH2 (human, wildtype) channel inhibition | Q12809 | 340,000 compounds, 0.37% hits | U2OS, BacMam KCNH2, thallium flux FluxOr; stronger effect = lower value | AID 720551 | activity change, % at 1.84 µM;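 active means maximum activity change below -70%; inconclusive means maximum activity change between -70% and -50%; inactive means maximum activity change above -50%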; further: on the % scale 0 is the no-effect control and ±100 the full control effect
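U2OS cells were transduced with wild-type KCNH2 virus (2.03 x 10^8 / mL) for 4 h at room temperature, then cultured overnight at 37 C. Thallium flux was read with FluxOr dye. Rate constants were normalized to DMSO controls.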
Mito fusion yeast: mitochondrial division inhibition or fusion activation; 320,000 compounds, 0.23% hits; S. cerevisiae fusion-defective mutant growth rescue, CellTiterGlo 48 h; Potency, µM (titrated, usually from 46.1 µM), for the others: at the highest dose growth rescue (activation), most hits filed as activators; AID 485298;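 further: potency means the concentration at half of the fitted maximal effect; % of control where 0% means no effect; nearly all actives have a fitted effect of over 45% in size; temperature-sensitive fusion mutants such as fzo1-1 at 37 °C on non-fermentable ethanol glycerol medium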
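Read-out: ATP-based luminescence (CellTiterGlo, 10 min ambient) reporting growth of fusion-defective ts yeast after 48 hours at 37C on glycerol/ethanol YPEG medium in the presence of compound.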
USP2a inh: inhibitors of human ubiquitin-specific protease USP2a | O75604 | USP2 core, Ub-CHOP2 coupled fluorogenic reporter, 485/531 | Potency, µM (highest dose often 38.3 µM), without a hit: at the highest dose activity change, negative = inhibition, usual class: inhibitors | 330,000 compounds, 0.01% hits;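 further: potency means the concentration at half of the fitted maximal effect; plate controls were DMSO wells for no effect and full inhibition by NEM control for full effect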
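Deubiquitinase activity read as fluorescence (485/531 nm) after Ub-CHOP2 cleavage activates the enterokinase reporter on its substrate; USP2 core 10nM, Ub-CHOP2 and substrate 25nM each, 30min compound preincubation then 60min RT; data normalized to NEM, curves fitted.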
TCR activator: T cell receptor activation. primary human leukocytes, anti-CD3, IL-2 HTRF, 48 h. Potency, µM (top dose mostly 9.22 µM), for inactives: at the top dose activation of IL-2 secretion, actives largely listed as activators. 330,000 tested, under 10 active. AID 504894; further: % of control where 0% means no effect
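Activity was scored as IL-2 release from primary human leukocytes given only a TCR signal (a-CD3 beads) plus compound for 48 hr. Detection used a two-antibody HTRF format read at 665nm.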
* marks the source's active call; other numbers are inactive results; u = inconclusive; x = no result given; [ ] = remark or other dose. Unless noted, the call rests on the fitted dose curve; in most records, active means well fitted curve in the direction sought with a large enough effect; inconclusive means small, poorly fitted or top-dose-only effect, or another doubt; inactive means no such curve, though single readings can be large; an effect the other way counts as inactive or inconclusive. A portion of the library; rates above refer to the full screens.

SMILES	KCNH2 3.1 block	Eya2 inh	A-T KAP1 phos	TRPV1 ag	TSHR antag	ELG1 repair inh	hERG WT inh	Mito fusion yeast	USP2a inh	TCR activator
CC(=O)C(C(C)=O)C(c1ccccc1)c1nc2ccccc2[nH]c1=O (centres undefined)	-4	-15%	-4%	0	6	22%	-6	8%	1%	-2%
N#Cc1cnn2c(-c3ccccc3)ccnc12	-7	x	x	-1	x	x	-19	3%	x	1%
O=C(NC1CC1)c1cc(OCC(F)(F)F)ccc1OCC(F)(F)F	6	5%	1%	3	3	-3%	2	1%	3%	-6%
O=C(O)c1cc(Cl)c(Cl)cc1C(=O)N(Cc1ccccc1)Cc1ccccc1	2	-6%	7%	-1	-3	-29%	4	-5%	0%	x
O=C1NC(=S)N/C1=C/c1ccc(Oc2ccc(C(F)(F)F)cc2[N+](=O)[O-])c(Cl)c1	6	-10%	5%	-1	9	9%	32	2%	2%	-3%
CCN(CC(=O)Nc1ccccc1C(=O)OC)S(=O)(=O)c1ccccc1	-2	-19%	3%	20	-8	u	-11	1%	2%	x
O=C(NCc1cccc(F)c1)C1CCC(=O)N(C2CCCC2)C1 (centres undefined)	14	12%	8%	6	9	18%	2	-6%	3%	0%
Cc1ccc2[nH]c(=O)c(C(c3nnnn3CC3CCCO3)N3CCCc4ccccc43)cc2c1 (centres undefined)	10	5%	5%	8	-3	-18%	-7	5%	4%	-4%
COc1ccc(N2C(=O)N3[C@H](c4ccc(Cl)cc4)[C@@H]4C(=O)N(C5CCCCC5)C(=O)[C@@H]4[C@]3(Cc3ccc(Cl)cc3)C2=O)cc1	22	9%	1%	-1	-13	-11%	-1	-1%	0%	-3%
Cc1ccc(NC(=O)c2cc(S(=O)(=O)N3CCc4ccccc43)cn2C)cc1	-17	-6%	-3%	0	-12	-27%	2	1%	0%	-6%
CCCCCN(C(=O)CCC(=O)OC(C)C(=O)NC1CCCCC1)c1c(N)n(CCCC)c(=O)[nH]c1=O (centres undefined)	1	4%	3%	-1	15	3%	2	-4%	0%	0%
CC1(C)CC2CC(C)(CN2C(=O)COC(=O)c2cncc(Br)c2)C1 (centres undefined)	-4	-2%	13%	3	-10	11%	-11	7%	2%	-9%
COc1ccccc1N1CCN(Cc2cc(=O)c(OCC(=O)NC(C)C)co2)CC1	3	-7%	-2%	-2	-7	-1%	9	1%	3%	8%
CC12CCC(=O)N1C(C(=O)Nc1ccccc1F)CS2 (centres undefined)	10	-20%	-4%	0	-5	-4%	-11	-2%	2%	-3%
Cc1cc(Br)ccc1NC(=O)CN(C)C(=O)c1cc([N+](=O)[O-])ccc1N1CCOCC1	-4	-14%	-17%	-4	9	-12%	-3	9%	0%	-2%
O=C(NCC1c2ccccc2CCN1C(=O)CN1C(=O)c2ccccc2C1=O)C1CCCCC1 (centres undefined)	7	-4%	1%	1	13	-7%	-4	0%	-1%	1%
CS(=O)(=O)N(Cc1ccccc1Cl)c1ccc(C(=O)N2CCCC2)cc1	18	10%	17%	0	-5	6%	-3	3%	1%	2%
O=C(O)/C=C\C(=O)Nc1ccccc1C#Cc1ccc(Br)cc1	3	-14%	-7%	14	-10	u	-4	4%	0%	x
CCNC(=S)Nc1cc(C(=O)N2CCCC2)ccc1N1CCCC1	-12	-5%	-2%	-4	8	4%	-2	u	0%	0%
CC(C)(C)NC(=O)NC(=O)CN1CCc2ccccc21	3	-4%	1%	9	9	9%	1	-1%	-1%	-5%
CN(C(=O)CSc1nnnn1-c1ccccc1)C1CCCCC1	-5	0%	2%	u	-1	u	1	3%	-7%	-2%
CCc1ccccc1NC(=O)CSc1n[nH]c(-c2cccnc2)n1	-19	14%	-4%	0	5	30%	1	3%	-1%	-3%
O=C(O)/C=C\C(=O)Nc1ccc(N2CCN(c3ccc(F)cc3)CC2)cc1	9	-5%	-6%	2	7	12%	14	3%	-2%	2%
Fc1cccc(Cl)c1Cn1nnc2c(-n3ccnc3)ncnc21	16	-21%	0%	13	-37	10%	-4	13%	6%	5%
COCCCN(C(=O)CSCc1c(C)noc1C)c1c(N)n(Cc2ccccc2)c(=O)[nH]c1=O	-19	2%	1%	-2	-5	23%	-9	1%	-1%	4%

Overlap with the part before: 2 compounds, then new ones.
SMILES	KCNH2 3.1 block	Eya2 inh	A-T KAP1 phos	TRPV1 ag	TSHR antag	ELG1 repair inh	hERG WT inh	Mito fusion yeast	USP2a inh	TCR activator
Fc1cccc(Cl)c1Cn1nnc2c(-n3ccnc3)ncnc21	16	-21%	0%	13	-37	10%	-4	13%	6%	5%
COCCCN(C(=O)CSCc1c(C)noc1C)c1c(N)n(Cc2ccccc2)c(=O)[nH]c1=O	-19	2%	1%	-2	-5	23%	-9	1%	-1%	4%
COc1ccc(CCNC(=O)c2cc3c(=O)n4ccccc4nc3n(C3CCCCC3)c2=N)cc1	-49	-6%	-1%	3	-3	23µM*	-8	-5%	5%	4%
CCNC(=S)/C(=C(/[O-])c1ccc([N+](=O)[O-])cc1)[n+]1ccccc1	-2	-9%	-3%	0	-4	6%	3	8%	2%	5%
COc1ccc(Cc2nnc(SC)[nH]c2=O)cc1	19	-35%	-4%	5	21	17%	4	-2%	-1%	-2%
O=C(O)CCc1ccc(-c2ccc(Br)cc2)n1CC(=O)O	6	3%	-6%	-1	12	2%	-10	-2%	0%	4%
COc1ccc(N2C(=O)CC(Sc3nccc(C)n3)C2=O)cc1 (centres undefined)	-19	27%[15.4 µM]	-1%	3	21	7%	14	-9%	0%	0%
C=CCS(=O)(=O)N1CCCC(C(=O)c2cccc(Cl)c2)C1 (centres undefined)	-7	-20%	5%	4	-11	-6%	4	0%	-1%	-3%
Cn1cc(S(=O)(=O)Nc2ccc(Br)cc2F)c(=O)n(C)c1=O	8	3%	-1%	x	-5	4%	0	1%	7%	-5%
CC(c1ccccc1)N1C(=O)CC(Sc2ncccc2C(=O)O)C1=O (centres undefined)	2	21%	-4%	-6	-3	19%	-1	-5%	0%	-1%
COc1ccc(/C=N/NC(=O)c2[nH]c3ccc(Br)cc3c2-c2ccccc2)c(C(=O)O)c1OC	3	1%	12%	-1	-9	u	-1	24%	-9%	1%
CCc1ccc(N2C(=O)CC(N3CCN(c4ccccn4)CC3)C2=O)cc1 (centres undefined)	0	-21%	-14%	2	3	9%	8	-11%	1%	-2%
COCCNC(=O)c1cc(-c2ccc(OC)c(OC)c2)on1	-6	-8%	2%	3	-5	u	-18	-3%	1%	x
CCCCN(CC)CCCNC(=O)CN1C(=O)CSc2ccc(S(=O)(=O)N3CCOCC3)cc21	-17	-5%	0%	0	3	u	x	1%	1%	-4%
CCCCCCCCCCCC(=O)NC(Cc1ccc(OC)c([N+](=O)[O-])c1)C(=O)O (centres undefined)	-13	-3%	-8%	3	-1	0%	-3	-10%	2%	4%
Cc1ccc(OCC(=O)N2CCN(C(=O)CCC3CCCC3)CC2)cc1	0	-21%	-1%	13	-11	7%	7	9%	1%	3%
Cc1ccc(-n2c(SCC(=O)NC3CCS(=O)(=O)C3)nc3ccccc3c2=O)cc1C (centres undefined)	9	-11%	-1%	-2	-2	2%	6	-5%	2%	-6%

Individual results from the entries so far:
COCCNC(=O)c1cc(-c2ccc(OC)c(OC)c2)on1 in hERG WT inh → -18
CC(c1ccccc1)N1C(=O)CC(Sc2ncccc2C(=O)O)C1=O (centres undefined) in TCR activator → -1%
COc1ccc(/C=N/NC(=O)c2[nH]c3ccc(Br)cc3c2-c2ccccc2)c(C(=O)O)c1OC in TRPV1 ag → -1
COc1ccc(CCNC(=O)c2cc3c(=O)n4ccccc4nc3n(C3CCCCC3)c2=N)cc1 in Eya2 inh → -6%
Cc1ccc(OCC(=O)N2CCN(C(=O)CCC3CCCC3)CC2)cc1 in ELG1 repair inh → 7%

Screens from PubChem.
